hgDAF12 agonist = agonists of H. glycines DAF-12 nuclear receptor; HEK293 GAL4-hgDAF12 UAS-luciferase reporter, agonist luminescence; normalized to butyrate control; activation, % at 6.8 µM; 1.8% of 370,000 active;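 active means activation above a cutoff set at the mean of all screened compounds plus 3 SD, cut at about 10% in these data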;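 further: 0% = DMSO wells and 100% = sodium butyrate wells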
DAX1 inh-1 = inhibitors of human orphan nuclear receptor DAX1 (NR0B1) | HEK293 Gal4-DAX1 luciferase reporter, luminescence | AID 504766 | P51843 | inhibition, % at 6.75 µM | 0.99% of 340,000 active;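 active means inhibition above the mean over all tested compounds plus 3 SD, cut at about 4.2% in these data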;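 further: 0% = DAX1-transfected cells with DMSO and 100% = empty-vector control cells with DMSO; inhibition shows as a rise in luminescence from relieved DAX1 repression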
Target sequence (P51843 207-470 limits assumed): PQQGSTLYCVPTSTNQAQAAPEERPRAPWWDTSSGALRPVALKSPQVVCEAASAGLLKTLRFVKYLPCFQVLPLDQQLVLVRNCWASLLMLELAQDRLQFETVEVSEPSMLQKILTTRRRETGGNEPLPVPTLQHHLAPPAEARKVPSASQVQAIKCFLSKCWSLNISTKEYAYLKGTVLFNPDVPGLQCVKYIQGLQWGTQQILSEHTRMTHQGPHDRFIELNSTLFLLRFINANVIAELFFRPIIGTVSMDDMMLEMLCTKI
ssDAF12 agonist = activators of S. stercoralis DAF-12 nuclear receptor; HEK293 ssDAF-12/GRIP1 lit1-tk-luc reporter, luminescence; % of 3 µM dafachronic acid response; activation, % at 6.8 µM; 1% of 370,000 active; AID 652126;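 active means activation above the mean over all tested compounds plus 3 SD, cut at about 0.9% in these data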;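 further: 0% = DMSO-only wells and 100% = 3 µM delta7-dafachronic acid wells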
PG9 Ab binder = small molecules binding HIV-1 gp120 antibody PG9; TR-FRET gp120-PG9 antibody binding; inhibition, % at 6.7 µM; 0.43% of 360,000 active; in the data active means inhibition above about 8.5%
hcDAF-12 act = activators of H. contortus DAF-12 nuclear receptor; 1.4% of 370,000 active; AID 652067; activation, % at 6.8 µM; HEK293 hcDAF-12 lit1-tk-luc reporter, luminescence; 0% DMSO, 100% Δ7-dafachronic acid;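 active means activation above the mean of all tested compounds plus 3 SD, cut at about 5.5% in these data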;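 further: 100% = response to 3 µM Δ7-dafachronic acid high control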
ADAM17 inh = inhibitors of human ADAM17 | recombinant ADAM17, EDANS/DABCYL FRET peptide cleavage | 0.83% of 370,000 active | inhibition, % at 6.95 µM | P78536 | AID 720648;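 active means inhibition above the mean of compounds lying between control limits plus 3 SD, set per campaign, cut at about 8.5% in these data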;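 further: 0% = DMSO-only wells as the low control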
Target sequence (P78536 215-824 limits assumed): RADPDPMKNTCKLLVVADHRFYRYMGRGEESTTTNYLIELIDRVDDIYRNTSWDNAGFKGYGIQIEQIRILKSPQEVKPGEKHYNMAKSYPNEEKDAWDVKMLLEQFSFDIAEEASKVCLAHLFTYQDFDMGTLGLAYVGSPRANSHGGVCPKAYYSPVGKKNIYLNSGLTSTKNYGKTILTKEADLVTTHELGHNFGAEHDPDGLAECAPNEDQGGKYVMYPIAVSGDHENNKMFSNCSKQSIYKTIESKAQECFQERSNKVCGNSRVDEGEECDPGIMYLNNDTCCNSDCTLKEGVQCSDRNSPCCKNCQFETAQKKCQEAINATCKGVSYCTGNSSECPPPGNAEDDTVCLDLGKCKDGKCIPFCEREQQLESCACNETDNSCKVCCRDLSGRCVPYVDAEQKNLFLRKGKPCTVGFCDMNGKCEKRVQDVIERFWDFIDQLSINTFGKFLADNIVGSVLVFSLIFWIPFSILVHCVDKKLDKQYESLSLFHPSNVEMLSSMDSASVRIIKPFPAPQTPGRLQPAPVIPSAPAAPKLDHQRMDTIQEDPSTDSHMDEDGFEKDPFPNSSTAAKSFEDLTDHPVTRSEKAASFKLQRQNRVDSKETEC
GC-A act = GC-A (human) enzyme activation | HEK293 GC-A cells, cGMP TR-FRET, EC30 ANP; 0% at EC30 ANP, 100% saturating ANP | activation, % at 10 µM | 0.14% of 370,000 active; in the data active means activation above about 40%
DAX1 inh-2 = inhibitors of DAX1 repression of SF-1 activated StAR promoter. AID 652010. 1.1% of 370,000 active. HEK293T StAR-luciferase reporter, SF-1/DAX-1 repression relief. inhibition, % at 6.8 µM;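 active means inhibition above the mean over all tested compounds plus 3 SD, cut at about 3.6% in these data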;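 further: 0% = DAX-1 cells with DMSO and 100% = cells lacking DAX-1 with DMSO; higher inhibition means more luminescence from relief of DAX-1 repression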
ADAM10 inh = inhibits human ADAM10; O14672; recombinant ADAM10, EDANS/DABCYL FRET peptide cleavage, 3 h; inhibition, % at 7 µM; 0.62% of 370,000 active; AID 720582;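 active means inhibition above a per-campaign cutoff equal to the mean of compounds falling between control-based bounds plus 3 SD, cut at about 20% in these data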;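 further: 0% = DMSO wells while the 100% control is not disclosed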
SMARCA2 act = SMARCA2 function activation, primary screen; 1% of 370,000 active; MG213 cells, MMTV-luciferase reporter, dexamethasone, overnight; activation, % at 9.1 µM; in the data active means activation above about 7.8%;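 further: 0% = vehicle wells and 100% = reference activator wells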
GAA850 FXN act = frataxin GAA850 promoter activation. HEK293 lucGAA850 FXN promoter luciferase reporter, 24 h; percent of 10 µM SAHA response. 0.56% of 360,000 active. activation, % at 6 µM;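 active means activation above the average of all compounds screened plus 3 SD, cutoff fixed separately per campaign, cut at about 7.5% in these data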;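 further: 0% = DMSO wells and 100% = 10 µM SAHA wells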
* hit, by the source's call; x = not tested or not shown.

Below each compound: hgDAF12 agonist	DAX1 inh-1	ssDAF12 agonist	PG9 Ab binder	hcDAF-12 act	ADAM17 inh	GC-A act	DAX1 inh-2	ADAM10 inh	SMARCA2 act	GAA850 FXN act
- CCOC(=O)Nc1cc(=O)c2ccccc2o1
    3.9	-1.7	-1.9	1.4	-1.5	-15.6	1.6	-1.9	-35.0	-0.7	-2.0
- CC(=O)OCCN1C(=O)c2ccc(-c3nc4ccccc4c(=O)o3)cc2C1=O
    -3.8	-1.1	-1.3	1.0	1.4	-5.7	47.1*	-0.2	0.2	-4.2	1.1
- NC(CCc1ccccc1)c1csc(Nc2nccc(C(F)(F)F)n2)n1 (centres undefined)
    -1.1	x	-1.3	-1.4	-0.7	0.5	-1.1	1.5	-5.7	-2.9	0.3
- O=C(N1CCC(Cc2ccccc2)CC1)n1ncc(C(O)(c2ccccc2)c2ccccc2)n1
    -10.3	x	-2.2	x	-4.0	3.6	-7.3	x	9.7	x	x
- COC(=O)COc1ccc(S(=O)(=O)Nc2ccccc2SC)cc1
    -0.4	3.4	-1.5	-1.0	-1.2	-1.3	5.8	0.0	-0.4	-0.5	-0.3
- Cc1ccc(/C=C2\C(=N)N3N=C(CC(=O)N4CCOCC4)SC3=NC2=O)o1
    -1.0	0.6	-1.1	-5.1	-1.4	-11.8	-0.5	-1.1	-33.7	1.3	0.2
- O=C(CSc1nnc(Nc2ccccc2)s1)NCc1cccs1
    1.0	-0.8	-1.2	-2.0	0.7	4.4	-1.9	-0.2	-0.9	3.3	2.6
- N[C@@H](Cc1ccccc1)C(=O)N1CCC(C(=O)N[C@@H](CCC(=O)O)C(=O)O)CC1
    0.8	0.5	-1.5	-0.3	0.0	-2.8	3.9	0.3	1.8	2.3	2.9
- CC1CC(C)CN(C(=O)C(Cc2ccccc2)n2cccc2)C1 (centres undefined)
    -2.7	-0.1	-1.2	-0.7	-1.5	-1.0	-2.5	0.4	3.5	-0.8	2.7
- Cc1ccc(NC(=O)CCn2c(=O)[nH]c3ccsc3c2=O)cc1F
    -1.1	0.6	-0.7	-1.7	-1.5	-0.5	1.3	-0.3	2.4	-0.2	-0.1
- O=S(=O)(c1cccs1)N1CCN(c2ccnc3cc(Cl)ccc23)CC1
    -3.2	x	-2.1	-0.2	-3.1	0.9	-0.1	-0.7	-0.8	0.1	-3.2
- O=Cc1cn(Cc2ccccc2)nc1-c1cccnc1
    -2.0	0.6	-1.2	0.9	-1.3	-1.8	-4.9	-0.5	-5.9	2.0	-0.6
- O=c1[nH][nH]c2c1C(c1ccc(Cl)c(Cl)c1)OC(CCc1ccccc1)C2 (centres undefined)
    -3.7	x	-0.8	-0.2	-0.6	5.7	5.1	0.3	0.0	-4.1	x
- O=C(Cn1c(-c2ccccc2)noc1=O)N1CCC(Cc2ccccc2)CC1
    0.3	-0.8	-1.3	-1.2	-1.9	-4.9	-24.8	-1.1	-9.8	-7.4	1.2
- O=C(NCCCN1CCOCC1)c1onc(CSc2ccncc2)c1C(=O)NCCCN1CCOCC1
    -0.7	-0.1	-1.4	-1.8	-1.9	-1.6	0.2	-0.2	-4.7	0.5	-0.1
- CCOC(=O)c1nnn(-c2nonc2-n2cccc2)c1CCl
    -0.4	0.2	-1.2	1.0	0.4	-2.6	3.0	0.2	3.9	-0.9	-3.9
- C/C(=N/O)c1ccc(N2C(=O)C3C4C=CC(C3C2=O)C2C3C(=O)N(c5ccc(/C(C)=N/O)cc5)C(=O)C3C42)cc1 (centres undefined)
    -2.4	x	-1.1	-1.3	1.0	-1.1	0.8	-0.1	-6.6	-0.3	x
- COc1ccc(N(CC(=O)NCCSCc2ccc(Cl)cc2)S(C)(=O)=O)cc1Cl
    -0.9	-1.7	-1.0	-0.9	-3.1	6.5	-13.1	-0.3	13.6	-0.3	7.3
- CCCCc1cc(=O)oc2cc(C)cc(OCC(=O)N3CCC(C(=O)O)(c4ccccc4)CC3)c12
    0.3	0.5	-1.5	0.1	-1.3	-16.1	-1.7	0.5	-62.3	0.2	-1.2
- Cc1ccc2nc(-c3ccc(NS(=O)(=O)c4ccccc4)cc3)sc2c1
    4.1	-0.3	-0.5	-1.4	-0.1	-99.9	-4.5	1.1	-239.2	1.2	2.4
- CCOc1ccc(NC(=O)COc2ccc(C(=O)NCC3CCCO3)cc2OC)cc1 (centres undefined)
    -1.0	0.5	-1.6	2.6	-1.4	-5.6	1.0	-1.2	-7.0	-2.5	-0.9
- O=C(CCc1ccc(S(=O)(=O)N2CCOCC2)cc1)Nc1ccc(N2CCOCC2)cc1
    -1.5	-0.9	-1.6	0.1	-2.4	-2.6	-2.2	-0.5	0.3	-2.7	-0.1
- CCN(c1ccccc1)S(=O)(=O)c1ccc(Cl)c(NC(=O)COC(=O)C2CC2C)c1 (centres undefined)
    -1.1	-0.2	-1.5	-1.2	-1.0	0.8	3.2	-1.0	0.6	-1.9	2.0
- CC(C)C1CCN(C(=O)C2CCC(=O)N(C3CCCCCC3)C2)CC1 (centres undefined)
    4.1	1.6	-1.2	-0.1	0.7	-3.5	1.4	1.5	-3.0	-1.1	4.3
- COC(=O)CCC/C=C1/SCC(NC(=O)c2ccccc2)C1O (centres undefined)
    -2.0	-0.5	-1.1	-0.5	-0.3	1.1	1.2	0.5	-7.7	-3.2	1.2
- O=c1c2ccccc2n(Cc2cccc(F)c2)c(=O)n1C1CCCC1
    -0.9	-0.6	-1.0	-2.8	-1.4	6.5	19.1	-0.4	17.8	-2.3	0.9
- Cc1ccc2nsnc2c1S(=O)(=O)NCc1ccncc1
    -0.6	-1.4	-1.4	-0.4	-3.0	3.4	1.3	-1.1	-9.8	-0.7	0.5
- O=C(CSc1ncnc2scc(-c3ccccc3)c12)N1CCN(Cc2ccc3c(c2)OCO3)CC1
    -0.5	-1.6	-1.1	-1.3	-1.1	2.9	-3.9	0.2	8.1	-2.3	-1.8
- COc1cccc(C(=O)COC(=O)C2CC3CCCC(C2)C3=O)c1 (centres undefined)
    0.9	-0.2	-1.2	0.3	2.9	0.1	0.0	0.1	-10.9	0.4	1.2
- COCCN(C(=O)CCC(=O)Nc1ccccn1)C(C(=O)NC(C)C)c1ccc(C)cc1 (centres undefined)
    0.3	-0.3	-1.2	-2.0	-0.2	-2.2	0.8	0.1	-2.4	4.0	0.5
- CCc1ccc(CNC(=O)CCc2nnc(CCc3ccc(OC)cc3)o2)nc1
    3.1	-0.1	-0.5	-1.0	2.5	-1.9	-4.6	-0.1	5.3	-1.2	1.3
- CCCCN(C(=S)Nc1ccccc1)C1CCS(=O)(=O)C1 (centres undefined)
    -0.1	-1.1	-0.7	0.7	-1.3	-2.4	2.1	-0.9	2.1	-4.6	-0.5
- COc1cccc(-c2nnc(SCC(=O)NC3CCS(=O)(=O)C3)n2C)c1 (centres undefined)
    -2.3	0.2	-1.2	-1.4	-0.1	-3.1	1.4	1.2	-8.8	-1.9	-0.1
- O=C(CN1CCCCC1CO)c1ccc(OC(F)F)cc1 (centres undefined)
    0.0	4.5*	-1.8	1.8	-0.7	-4.8	1.1	-0.2	3.0	-0.8	0.9
- CCOc1ccc2nc(NS(C)(=O)=O)sc2c1
    0.1	-0.2	-0.2	1.0	2.8	6.4	-0.5	0.3	0.4	-3.4	-2.5
- COn1c(=O)c(=O)n(OC)c2ccccc21
    0.3	0.4	-0.4	7.7	-1.4	-5.2	-0.2	-0.6	-4.0	-2.7	-0.4
- COc1ccccc1/C=C/c1nc(S(=O)(=O)c2ccccc2)c(NCCN(C)C)o1
    1.7	1.5	-1.6	0.5	-0.3	-32.4	3.5	0.8	-81.6	-0.5	-1.3
- O=C(CCCN1C(=O)/C(=C/c2ccccc2Cl)SC1=S)NNC(=O)c1ccccc1Cl
    -15.8	-2.1	-3.3	-0.3	-9.0	-3.9	0.4	-3.0	-0.1	-9.8	-12.8
- C[C@@H](C(=O)NCC1CCCO1)N1C(=O)N2CCc3c([nH]c4ccccc34)[C@@]2(C)C1=O (some centres undefined)
    -1.7	3.2	-1.1	-0.8	0.8	-0.5	-0.3	0.1	5.5	1.3	-1.2
- S=C(c1ccc2c(c1)OCO2)N1CCOCC1
    -1.4	1.0	-0.9	-1.6	1.8	0.6	1.4	0.0	-2.3	0.0	-0.1
- COc1cc(C=O)ccc1OC(=O)Nc1ccccc1
    3.5	3.3	-0.3	-3.7	3.2	3.6	-3.8	0.8	14.5	-3.7	1.5
- Cn1c(CN2CCOCC2)nnc1SCC(N)=O
    1.7	-0.1	-0.9	1.2	-0.5	-4.6	-0.8	-0.1	-2.4	-1.8	0.1
- Cc1ccc(NS(=O)(=O)c2c(C(=O)N3CCCCCC3)c(C)n(C)c2C)c(Cl)c1
    1.3	0.3	-1.1	0.0	-0.2	0.1	-1.5	0.0	-2.8	0.9	-1.2
- O=C(Nc1ccccc1C(=O)N/N=C/c1ccncc1)c1ccccc1
    14.2*	-1.8	-0.2	-2.1	2.6	-3.2	-1.0	0.5	-2.1	4.3	6.1
- COC(=O)c1ccc(N(CC(=O)NC2CCCC2)C(=O)CNC(=O)c2cccs2)cc1
    3.1	0.0	-1.2	0.6	-1.6	-3.2	-5.8	0.0	-2.6	-2.9	-2.7
- CCC(C(=O)N1CCc2cc(OC)c(OC)cc2C1)c1ccccc1 (centres undefined)
    -0.5	0.2	-0.7	0.3	-1.8	-7.2	0.8	0.2	-13.8	0.1	1.6
- COc1cc(OC)c(-c2nnc3n(CCc4ccccc4)c(=O)c4ccccc4n23)cc1OC
    -2.7	x	-1.6	0.1	-1.1	0.6	4.5	-0.7	-6.0	-1.9	x
- CCOC(=O)c1cc2c(=O)n3ccccc3nc2n(C)c1=NC(=O)c1c(-c2c(F)cccc2Cl)noc1C
    -0.2	0.7	-1.3	1.6	0.1	-97.4	-24.9	-1.1	-272.6	-1.6	1.6
- CC1CCN(c2c(NCc3ccc(C(=O)N4CCc5ccccc54)cc3)c(=O)c2=O)CC1
    -1.1	1.2	-0.8	1.1	2.2	-7.1	-11.2	1.1	-3.3	1.1	-3.9

Screening data from PubChem.
